From PubChem
Rtt109 HAT inh: inhibitors of Candida albicans Rtt109/Vps75 histone acetyltransferase; 330,000 tested, 0.16% active; inhibition, % at 34.9 µM; purified Rtt109/Vps75, ThioGlo CoA-SH fluorescence, 4 h; Q5AAJ8;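 active = inhibition of at least 50% in every replicate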
Target sequence (Q5AAJ8 whole entry, looked up): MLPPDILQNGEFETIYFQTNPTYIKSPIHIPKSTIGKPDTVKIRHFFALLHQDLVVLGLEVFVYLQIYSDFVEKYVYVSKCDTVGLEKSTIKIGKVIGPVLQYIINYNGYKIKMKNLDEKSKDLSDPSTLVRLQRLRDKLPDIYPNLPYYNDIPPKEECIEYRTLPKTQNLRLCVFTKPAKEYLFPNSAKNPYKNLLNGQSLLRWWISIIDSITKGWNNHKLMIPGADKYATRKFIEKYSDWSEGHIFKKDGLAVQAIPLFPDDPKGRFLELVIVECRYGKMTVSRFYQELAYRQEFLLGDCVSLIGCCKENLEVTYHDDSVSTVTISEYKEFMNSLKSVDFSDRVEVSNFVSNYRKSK
CAL PDZ FP-1: inhibitors of human CAL PDZ peptide binding; inhibition, % at 24.9 µM; purified CAL PDZ, TMR-peptide fluorescence polarization, 1 h; AID 602252; 300,000 tested, 0.92% active;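 active = mean inhibition of at least 30% with at least half of replicates also reaching 30%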;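 also: 0% = DMSO neutral control and 100% = excess unlabeled competitor peptide PRC23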
LANA DNA inh: KSHV C-LANA DNA binding inhibition. MBP-C-LANA/FAM-LBS DNA binding, fluorescence polarization. inhibition, % at 9 µM. 340,000 tested, 0.078% active. AID 504423;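 active = highest replicate inhibition at or above 60% at 9 µM, even if other replicates fall short; inactive = all replicates below 60% inhibition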;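 also: 0% = neutral control wells and 100% = 4 µM acridine orange control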
RTF Ca sens inh: cardiac RTF calcium desensitization; P19429+P45379; IANBD-labeled cardiac RTF, Ca2+ fluorescence; inhibition, % at 7.15 µM; 340,000 tested, 0.12% active;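 active = inhibition above the mean inhibition of all tested compounds plus 3 SD, cut at about 17% in these data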;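 also: assay run at fixed EC70 calcium of 1.6 mM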
Keap1 Nrf2 FP: Keap1-Nrf2 (human) interaction inhibition; Q14145; Keap1 Kelch-Nrf2 peptide fluorescence polarization, 1536-well; inhibition, % at 9.4 µM; 340,000 tested, 0.15% active; AID 504523; in the data active = inhibition above about 12%;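 also: human Keap1 Kelch domain with fluorescein labeled Nrf2 9mer peptide probe; 0% = neutral control wells and 100% = peptide positive control; higher means more block of Keap1 binding to Nrf2 peptide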
CAL PDZ FP-2: human CAL PDZ-peptide interaction inhibition; Q9HD26; purified CAL PDZ, TMR-peptide fluorescence polarization, 1 h; inhibition, % at 20 µM; 330,000 tested, 0.02% active; AID 504414;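 active = highest replicate inhibition of at least 40%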;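 also: plate controls were DMSO neutral control wells for no effect and unlabeled competitor peptide control wells for full effect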
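Material – purified CerCALP PDZ construct · Detection – FP readout, S and P plane fluorescence · Measure – percent inhibition from loss of millipolarization · Controls – unlabelled peptide for full inhibition, DMSO wells as neutral · Probe or stimulus – TMR-labelled reporter peptide T*-PRC34 bound in PDZ groove · Times – 1 h at RT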
SR-BI uptake up: enhances SR-BI lipid uptake from DiI-HDL. CHO ldlA[mSR-BI] cells, DiI-HDL uptake fluorescence, 3 h; 100 = double the neutral-control signal. 320,000 tested, 0.096% active. activation, % at 12.5 µM;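 active = mean replicate activation of at least 60% and every replicate at or above 60%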;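 also: 0% = median plate neutral-control signal and 100% = twice that signal; values of inactives mirror those of a sister screen read the other way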
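Test system: SR-BI-overexpressing, LDLR-lacking CHO cells; Also added: labelled HDL, 10 µg/mL; Measured by: bottom-read cell fluorescence after medium removal, ex 550/em 595 nm; Timing: 3 h uptake period with compound, 37 °C; Buffer or medium: F12, 0.5% BSA, 25 mM HEPES; Doses: single compound concentration, delivered by pin transfer.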
RTF Ca sens act: cardiac RTF calcium sensitization | P19429+P45379 | IANBD-labeled TnC RTF fluorescence at EC20 calcium; 0% EC20 calcium, 100% full calcium | activation, % at 7.2 µM | 340,000 tested, 0.24% active;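 active = activation above the mean over all tested compounds plus 3 SD, cut at about 30% in these data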;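 also: rise in fluorescence read as greater calcium sensitivity of cardiac thin filaments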
DAGLB inh: diacylglycerol lipase beta (human) inhibition; inhibition, % at 5.17 µM; 340,000 tested, 0.059% active; HEK293T DAGLB membrane lysate, EnzChek fluorogenic substrate; Q8NCG7; AID 504411; in the data active = inhibition above about 34%;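 also: 0% = enzyme with vehicle and 100% = wells lacking enzyme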
Target sequence (Q8NCG7 whole entry, looked up): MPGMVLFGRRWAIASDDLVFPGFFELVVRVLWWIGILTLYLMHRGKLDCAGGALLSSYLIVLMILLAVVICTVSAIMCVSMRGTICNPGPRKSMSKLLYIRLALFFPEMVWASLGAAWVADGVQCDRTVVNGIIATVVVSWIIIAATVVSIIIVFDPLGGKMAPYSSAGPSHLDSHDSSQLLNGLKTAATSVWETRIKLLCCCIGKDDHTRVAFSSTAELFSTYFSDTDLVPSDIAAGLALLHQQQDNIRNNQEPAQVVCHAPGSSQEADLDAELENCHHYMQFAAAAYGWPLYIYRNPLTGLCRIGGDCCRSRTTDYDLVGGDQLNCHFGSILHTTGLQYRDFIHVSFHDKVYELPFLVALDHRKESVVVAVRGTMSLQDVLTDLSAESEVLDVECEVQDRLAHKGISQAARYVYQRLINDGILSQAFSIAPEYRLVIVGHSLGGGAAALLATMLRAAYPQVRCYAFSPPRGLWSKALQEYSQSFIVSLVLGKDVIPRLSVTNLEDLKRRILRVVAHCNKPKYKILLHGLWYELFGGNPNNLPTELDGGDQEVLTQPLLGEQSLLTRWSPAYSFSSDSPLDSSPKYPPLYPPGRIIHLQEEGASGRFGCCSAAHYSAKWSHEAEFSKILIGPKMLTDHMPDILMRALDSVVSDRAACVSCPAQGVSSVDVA
PKA-R2B activ: PKA-R2B complex activation | 340,000 tested, 0.079% active | P22694+P31323 | AID 504700 | activation, % at 11.4 µM | PKA-R2B holoenzyme dissociation, Cy5-IP20 fluorescence polarization; R2B truncated from residue 108, S112A mutant; 0% DMSO only, 100% 113 µM cGMP;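 active = activation above a cutoff set at the mean over all compounds plus 3 SD, cut at about 18% in these data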;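 also: higher means more holoenzyme dissociation and a rise in polarization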
Starred values were filed as active, the others as inactive; . = not tested or not shown. Compounds as they come; about 1.6% have a hit in one of these screens.

SMILES	Rtt109 HAT inh	CAL PDZ FP-1	LANA DNA inh	RTF Ca sens inh	Keap1 Nrf2 FP	CAL PDZ FP-2	SR-BI uptake up	RTF Ca sens act	DAGLB inh	PKA-R2B activ
CC(CCc1ccccc1)NC(=O)COC(=O)C12CC3CC(CC(Br)(C3)C1)C2 (stereo not given)	1	-1	-0.2	0	-6	-0.2	22	9	-8	-2
Cc1cc(C)n(CCC(=O)N/N=C/c2cccc([N+](=O)[O-])c2)n1	0	-1	1.2	1	-3	-0.5	-15	4	-1	-5
CC(/C=N/NC(=O)Cc1cccs1)=C\c1ccccc1	-13	-2	1.2	-9	-4	0.5	7	7	-4	2
COc1cc(C(=O)NCCNC(=O)c2cc(OC)c(C)c(OC)c2)cc(OC)c1C	1	-4	-0.3	-8	-3	-1.7	-15	-3	-3	2
Cc1[nH]c2ccccc2c1C(=O)CSc1ccc(F)cc1	7	5	0.2	-11	-4	-1.9	5	-7	-5	-3
COc1ccc(Cl)cc1-c1nc(SCC(=O)NC2CCS(=O)(=O)C2)n[nH]1 (stereo not given)	-12	-2	0.0	-6	4	0.6	4	0	1	-4
CC1=C(c2ccccc2)SC2=NCCN21	4	-5	-1.6	-2	0	-0.3	22	-6	-9	0
NC(=S)N/N=C/c1coc2ccc(Br)cc2c1=O	1	.	0.9	-4	1	-1.6	-8	5	3	5
Cc1cc(C)n2nc(C(=O)N3CCCC(N4CCN(c5ccccc5C)CC4)C3)cc2n1 (stereo not given)	-2	-4	-0.6	-9	0	-2.4	-49	-3	2	-5
O=S(=O)(CC(O)COc1ccc(Br)cc1)c1ccccc1 (stereo not given)	5	-1	-1.4	-9	-1	-0.5	-8	-10	-6	-5
Cc1[nH]c2ccc(F)cc2c1CCN(Cc1ccncc1)C(=S)Nc1ccc(F)cc1	2	.	0.6	1	-6	1.3	-47	3	2	-1
CCN1C(=O)[C@H]2[C@@H](c3ccc(-c4ccc(F)cc4)c(OC)c3)N[C@@](Cc3ccccc3)(C(=O)OC)[C@H]2C1=O	3	2	2.6	-2	-3	-1.3	-3	-1	1	-8
O=C(COC(=O)CCNS(=O)(=O)c1cccs1)Nc1cc(C(F)(F)F)ccc1Cl	9	-2	1.9	-2	-3	-0.7	8	-3	-4	3
CCC(C)(CC(=O)N(C)CCC#N)c1ccccc1 (stereo not given)	7	-4	0.4	4	-4	.	3	5	-2	-6
COc1ccc(NC(=O)C(=O)N/N=C/c2cccnc2)c(OC)c1	4	-3	-0.6	0	-3	-3.0	-9	0	-1	2
CCCCN1C2=NCCCN2c2cc(C)c(C)cc21	-3	-2	0.2	-3	-7	-1.3	-8	1	3	-12
O=C(NCc1ccccn1)Nc1ccc(Br)cc1	-5	.	1.0	-10	-3	-0.2	4	5	-2	1
COc1ccc(OCC(=O)OC(C)CN2CCOCC2)cc1 (stereo not given)	-11	2	1.7	5	-3	-1.5	14	1	-9	-3
CCOC(=O)Cn1c(C(=O)OCC)cc2sccc21	-5	3	-8.5	3	4	-2.2	11	0	-1	-9
Cc1cccc(NC(=S)N/N=C/c2cccc([N+](=O)[O-])c2)c1	5	-2	-1.1	-4	-1	-0.6	-10	5	-7	6
CCOc1ccccc1OCCCNCc1ccccc1	5	-4	0.0	3	1	-0.6	6	-3	-3	-8
Cc1ccc2cc(C#N)c(N3CCN(C(=O)c4ccccc4)CC3)nc2c1	-3	-4	-1.8	3	-3	-0.6	-6	-4	0	-9
Cc1ccc(N(C(=O)c2csnn2)C(C(=O)NC2CCCC2)c2ccccn2)c(C)c1 (stereo not given)	-1	-1	0.9	-11	-3	-4.1	.	-2	1	-8
Cc1cccc(C)c1NC(=O)Cn1c(=O)n(CCCC(=O)NCc2ccco2)c(=O)c2sccc21	-7	2	-0.2	-3	-4	-0.4	17	0	-4	-4
O=C1CCCc2c1ccc1ccccc21	-5	.	0.0	-1	-5	0.3	-13	2	-1	5
O=C(Nc1cccc(NC(=O)c2cccnc2Cl)c1)c1ccco1	6	-4	0.2	-11	-8	-1.1	.	12	2	-7
Cc1cccc(N2CCN(C(=O)c3ccccc3NC(=O)C3=CSCCO3)CC2C)c1 (stereo not given)	-2	2	-1.7	2	-1	-1.9	2	3	1	-5
CCOc1ccc(NC(=O)C2CC(=O)N(C)C(=Nc3ccc4c(c3)OCO4)S2)cc1 (stereo not given)	6	-4	-1.1	3	0	0.1	5	5	2	1
CCN(CC)CCCC(C)NC1=NCCCCC1 (stereo not given)	2	-1	-0.6	-8	-6	.	3	12	0	-4
Cc1cc2oc(=O)cc(CSc3nc(N)cc(N)n3)c2cc1C(C)C	5	-2	-3.2	-11	-1	-1.2	-34	-1	-1	-2
CC(=O)N1c2ccc(S(=O)(=O)N3CCC(C(=O)NC4CCCC(C)C4C)CC3)cc2CC1C (stereo not given)	2	.	0.3	-5	-5	-2.0	20	4	0	-1
CC(=O)C(C)Sc1nnc(-c2ccccc2F)n1C1CC1 (stereo not given)	-21	-2	-2.8	-9	1	-0.2	.	2	1	7
COc1ccccc1-c1noc(CSc2nc(N)cc(=O)[nH]2)n1	4	2	0.5	-7	-2	-1.4	8	5	-1	5
Cc1cc(C)cc(NC(=O)Cn2nnc(C(=O)NCc3cccs3)c2N)c1	-1	-3	0.3	-12	-3	-2.0	15	-2	-2	-2
CCOC(=O)c1c(C)[nH]c(C)c1S(=O)(=O)NCCc1ccco1	2	-1	2.0	-5	2	-1.9	13	-5	0	-8
CCOC(=O)c1cnc(SCC(=O)Nc2ccc3c(c2)OCCO3)nc1N	5	-3	2.0	-4	-2	.	13	-7	0	-17
CC(=O)N1CCN=C1SCc1ccc(Cl)cc1	13	.	0.9	-3	-5	-0.5	14	2	-1	-6
CC(C)C(Sc1nc(-c2ccccc2)cc(-c2ccccc2)c1C#N)C(=O)O (stereo not given)	29	-10	1.6	-5	-3	-3.6	3	-1	8	3
O=C(NC(Cc1ccccc1)C(=O)O)/C(=C\c1ccco1)NC(=O)c1ccccc1Br (stereo not given)	5	-3	-1.9	-8	-3	-0.1	6	-1	-1	1
O=C(Cn1cnc2cc([N+](=O)[O-])ccc2c1=O)Nc1cccc2ccccc12	6	1	-1.3	-6	-3	-0.3	-5	4	0	-12

Structures from the list above containing fluorine (5):
SMILES	Rtt109 HAT inh	CAL PDZ FP-1	LANA DNA inh	RTF Ca sens inh	Keap1 Nrf2 FP	CAL PDZ FP-2	SR-BI uptake up	RTF Ca sens act	DAGLB inh	PKA-R2B activ
Cc1[nH]c2ccccc2c1C(=O)CSc1ccc(F)cc1	7	5	0.2	-11	-4	-1.9	5	-7	-5	-3
Cc1[nH]c2ccc(F)cc2c1CCN(Cc1ccncc1)C(=S)Nc1ccc(F)cc1	2	.	0.6	1	-6	1.3	-47	3	2	-1
CCN1C(=O)[C@H]2[C@@H](c3ccc(-c4ccc(F)cc4)c(OC)c3)N[C@@](Cc3ccccc3)(C(=O)OC)[C@H]2C1=O	3	2	2.6	-2	-3	-1.3	-3	-1	1	-8
O=C(COC(=O)CCNS(=O)(=O)c1cccs1)Nc1cc(C(F)(F)F)ccc1Cl	9	-2	1.9	-2	-3	-0.7	8	-3	-4	3
CC(=O)C(C)Sc1nnc(-c2ccccc2F)n1C1CC1 (stereo not given)	-21	-2	-2.8	-9	1	-0.2	.	2	1	7

Carrying on.
SMILES	Rtt109 HAT inh	CAL PDZ FP-1	LANA DNA inh	RTF Ca sens inh	Keap1 Nrf2 FP	CAL PDZ FP-2	SR-BI uptake up	RTF Ca sens act	DAGLB inh	PKA-R2B activ
O=C(CSc1nnc(C2CC2)n1-c1ccccc1)NCCc1ccccc1	-8	.	1.1	0	-3	-0.4	44	-4	-3	-9
O=C(NN1CCOCC1)c1cccc(Cl)c1	24	0	0.1	-6	5	-1.5	1	-2	0	3
O=C(NC1CCN(Cc2ccccc2)CC1)c1cccc(S(=O)(=O)Nc2ccc(Br)cc2)c1	-4	-6	2.5	-4	-4	-2.3	7	0	1	-1
Cc1ccc(C23CC4CC(CC(C(=O)NN)(C4)C2)C3)cc1	13	5	-0.8	-4	-5	-12	-9	0	-12	-11
COc1ccc(NS(=O)(=O)c2ccc3nc(COc4ccc(Cl)c(C)c4)[nH]c3c2)cc1	2	-5	-0.1	0	3	-0.5	-7	-3	1	-6
CC(=O)c1ccc(NC(=O)c2cccc(NC(=O)c3ccccc3)c2)cc1	1	1	-3.0	-4	-8	-1.3	-74	2	-1	11
Cc1cc(C)c2[nH]c(=O)c(C(c3nnnn3C(C)(C)C)N3CCN(C(=O)c4ccco4)CC3)cc2c1 (stereo not given)	-7	-2	1.3	-5	2	-1.8	8	-6	2	0
COc1ccc(NC(=O)CSc2ncnc3c2cnn3CCc2ccccc2)cc1	-2	-1	-1.7	-5	-1	0.6	-11	-6	1	-9
Cc1ccc(C(=O)N/C(=C\c2cn(C)c3ccccc23)C(=O)NCCCN2CCOCC2)cc1	12	0	-0.6	1	2	-0.9	3	1	-2	-5
COC(=O)CN(C)C(=O)c1ccc2nc(Cc3cccc(Cl)c3)oc2c1	-12	.	0.6	3	2	-2.2	7	-4	0	-3
CC(C)Oc1ccc(Cc2cnc(=S)[nH]c2N)cc1	0	.	0.0	-14	-2	-0.8	16	-1	-1	1
CS(=O)(=O)N(CC(=O)N1CCCCC1)c1ccc(Cl)c(C(F)(F)F)c1	.	-2	1.0	5	-3	-1.5	9	11	-2	-12
Cc1ccc2[nH]c(-c3ccccc3)c(CN3CCCC3)c(=O)c2c1	1	-1	-1.8	-8	-8	-3.4	-13	10	3	0
Cc1cccc(CCNS(=O)(=O)c2ccc3c(c2)NC(=O)C(C)S3)c1 (stereo not given)	18	-5	0.9	3	0	-3.0	27	-7	2	2
COc1ccccc1C(CNc1ncnc2sc(C)c(C)c12)N(C)C (stereo not given)	4	-5	-0.6	1	-7	-1.9	9	-2	1	3
Cc1ccc(-n2nnnc2CNC(=O)C2CC(=O)N(c3ccc(F)cc3)C2)cc1C (stereo not given)	-2	-4	0.1	1	-3	-0.7	-20	2	-1	-1
Cc1cc(C)c(NC(=O)Cn2nc(-c3ccccc3)nc2-c2ccccc2)c(C)c1	8	0	0.1	7	1	-2.6	-18	-7	0	-5
S=C(NCCc1ccccc1)N1CCN(C2CCCCC2)CC1	4	-4	0.8	-5	-1	-1.2	-15	-1	0	6
Cc1ccccc1-c1nc(CS(=O)(=O)CC(=O)NCc2ccc(F)cc2)c(C)o1	-4	.	1.2	1	-1	-0.5	-17	2	-2	1
Cc1cc(C)c(S(=O)(=O)Nc2ccccc2C(=O)OCC(=O)NCc2ccccc2)c(C)c1	42	-4	0.3	7	-5	-0.9	-4	0	-5	-11
O=C(NC12CC3CC(CC(C3)C1)C2)c1ccc([N+](=O)[O-])cc1	0	-8	-0.4	-1	-2	-0.2	-13	-1	-5	8
CCn1nc(C)c(CN2CCC(C(=O)Nc3cccc(-c4cccc(Cl)c4)c3)CC2)c1C	12	-2	0.9	-8	-3	-5.1	-7	-2	1	7
